# CCR6 antagonist: CCR6 (human) receptor antagonism | inhibition, % at 20 µM | P51684 | 340,000 compounds, 0.49% hits | AID 493098 | CHO-K1 CCR6 PathHunter beta-arrestin, luminescence, CCL20-stimulated;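 active = compounds whose inhibition of the agonist-driven luminescence signal at 20 µM reaches about 50%, limit read from the data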;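 also: cells stimulated with CCL20 at 14 nM final; plate controls were DMSO with CCL20 for no effect and DMSO without agonist for full effect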
# Target sequence (P51684 whole entry, looked up): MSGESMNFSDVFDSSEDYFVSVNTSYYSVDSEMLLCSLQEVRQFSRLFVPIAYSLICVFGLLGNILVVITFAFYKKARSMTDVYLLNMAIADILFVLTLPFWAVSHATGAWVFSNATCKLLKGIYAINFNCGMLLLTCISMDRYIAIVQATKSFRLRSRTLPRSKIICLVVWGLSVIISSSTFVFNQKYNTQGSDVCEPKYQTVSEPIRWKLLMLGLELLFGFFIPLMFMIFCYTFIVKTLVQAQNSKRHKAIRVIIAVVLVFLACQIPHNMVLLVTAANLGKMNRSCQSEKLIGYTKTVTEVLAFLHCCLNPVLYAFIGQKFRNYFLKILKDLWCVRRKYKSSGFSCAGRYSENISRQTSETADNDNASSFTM
# Jurkat NFkB inh: inhibitors of the PMA/ionomycin-induced NF-kB reporter in Jurkat cells; 330,000 compounds, 0.53% hits; PMA/ionomycin-induced NF-kB luciferase reporter, luminescence; AID 435003; inhibition, % at 4 µM; in the data active = inhibition above about 50%
# EBI2 block: EBI2 (human) antagonism; P32249; EBI2 beta-arrestin recruitment, luminescence, 7a,25-OHC stimulated; inhibition, % at 5 µM; 360,000 compounds, 0.81% hits; in the data active = inhibition above about 38%;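 also: enzyme fragment complementation signal reports receptor beta-arrestin coupling in cells; 0% = agonist plus DMSO wells and 100% = wells without agonist; some results beyond the cut were filed as inactive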
# Gli-Sufu block: blocks Gli-Sufu signaling in a luciferase reporter | AID 588413 | Sufu-KO-LIGHT fibroblasts, Gli luciferase reporter luminescence | inhibition, % at 5 µM | 340,000 compounds, 0.74% hits;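 active = inhibition above about 55%, limit read from the data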;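 also: 0% = DMSO-treated cells and 100% = wells with medium but no cells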
# 697 NFkB inh: inhibitors of the PMA/ionomycin-induced NF-kB reporter in 697 B cells. inhibition, % at 4 µM. 330,000 compounds, 0.33% hits. 697 B-cell NF-kB luciferase reporter, 16 h; in the data active = inhibition above about 35%
# Mdm2 MdmX PPI: disrupts the human Mdm2-MdmX interaction; 330,000 compounds, 3% hits; O15151+Q00987; inhibition, % at 8 µM; SaOS-2 split-luciferase Mdm2/MdmX complementation, luminescence;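 active = inhibition of at least 50% at 8 µM in the primary screen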
# CXCR6 inh: CXCR6 (human) receptor inhibition | CHO-K1 PathHunter CXCR6 beta-arrestin, luminescence | inhibition, % at 20 µM | 360,000 compounds, 0.36% hits | O00574 | AID 602244; in the data active = inhibition above about 34%, passing the limit was not always enough;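 also: antagonist mode with CXCL16 agonist at 10 nM final; 0% = 10 nM CXCL16 with DMSO and 100% = unstimulated wells without agonist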
# Target sequence (O00574 whole entry, looked up): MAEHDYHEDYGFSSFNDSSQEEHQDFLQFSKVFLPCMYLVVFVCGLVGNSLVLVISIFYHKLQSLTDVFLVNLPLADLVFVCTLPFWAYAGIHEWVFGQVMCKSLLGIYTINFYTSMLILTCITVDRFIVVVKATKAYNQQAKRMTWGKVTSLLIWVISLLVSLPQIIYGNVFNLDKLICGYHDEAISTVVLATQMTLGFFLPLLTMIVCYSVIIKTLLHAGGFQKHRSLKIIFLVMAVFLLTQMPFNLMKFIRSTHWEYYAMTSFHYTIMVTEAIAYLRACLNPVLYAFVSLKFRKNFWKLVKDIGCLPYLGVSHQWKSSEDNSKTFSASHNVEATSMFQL
# UPR CHOP act: activators of apoptotic arm of unfolded protein response (CHOP); activation, % at 10 µM; AID 449763; CHO-CHOP luciferase reporter, UPR activation, luminescence; percent of tunicamycin response over DMSO baseline; 330,000 compounds, 0.34% hits;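 active = at 10 µM dose, activation of 40% or more, normalized to positive control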;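 also: 100% = tunicamycin at 10 µg/mL and 0% = DMSO alone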
#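 Material: CHO-CHOP cells, stable luciferase reporter of PERK-eIF2a-CHOP signalling; quantity: 500 reporter cells seeded per well; buffer or medium: F12 medium containing 10% fetal bovine serum; compound: one dose, 10 µM in 0.5% DMSO; incubation: 6 h compound treatment, 37 °C; measured by: Steady-Glo luciferase luminescence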
# UPR XBP1 act: activators of adaptive arm of unfolded protein response (XBP1) | CHO-XBP1 luciferase reporter, IRE1-XBP1 UPR activation, luminescence; percent of tunicamycin response, DMSO as zero | activation, % at 20 µM | 330,000 compounds, 0.33% hits;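 active = versus positive control, 20 µM dose yields 30% or more activation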;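 also: 100% = tunicamycin at 10 µg/mL and 0% = DMSO only wells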
#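 assay system = CHO-XBP1 luciferase reporter cells | amount = 1000 cells/well | buffer or medium = F12 plus 10% FBS | compound dosing = single point, 20 µM final compound, 1% DMSO | incubation = 16-18 h cell attachment at 37 °C, then 6 h compound exposure | detection = Steady-Glo luminescence read | controls = tunicamycin 10 µg/mL and vehicle-only wells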
# An asterisk follows results filed as active; nt = no result given.
SMILES,CCR6 antagonist,Jurkat NFkB inh,EBI2 block,Gli-Sufu block,697 NFkB inh,Mdm2 MdmX PPI,CXCR6 inh,UPR CHOP act,UPR XBP1 act
O=C(COc1ccccc1)NC(=S)Nc1ccc2c(c1)Cc1ccccc1-2,2,15,-3,5,-9,23,-3,1.0,1
O=C(NC(=O)c1ccccc1)Nc1ccc(Cl)cn1,6,-132,-7,-112,-175,-94,-7,5.6,-6
CC(C)N1CCC(N2CCN(C/C=C/c3ccccc3)CC2CCO)CC1 (stereo not drawn),-5,1,0,14,-1,3,-12,-2.0,-3
CC[C@@H](C)C(NC(=O)OC(C)(C)C)c1cn([C@@H](CCCCNC(=O)OC(C)(C)C)C(=O)N2CCN(C(=O)OC(C)(C)C)CC2)nn1 (stereo partly drawn),10,10,-3,5,0,3,-2,-1.9,2
COc1ccc2oc(=Nc3cc(F)ccc3F)c(C(N)=O)cc2c1,10,65*,1,-11,-64,49,1,28,29
Cc1nnc2ccc(-c3cccc(NS(C)(=O)=O)c3)nn12,1,13,-3,3,20,29,-2,-0.3,2
CCN(CC)c1ccc(CNc2nc3ccccc3n2C)cc1,3,-14,-5,-6,-2,7,0,1.1,4
Cc1ccc2nc(-c3ccncc3)cc(-c3ccccc3)c2c1,0,15,-12,-3,9,11,4,-1.7,5
COc1ccccc1NC(=O)c1ccc(NC(=O)CSc2nncn2C)cc1,6,-19,-16,-6,-6,-13,-3,-0.1,0
COc1ccc2nc(Nc3nc(CSc4nc5ccccc5s4)cc(=O)[nH]3)nc(C)c2c1,nt,-8,nt,nt,-13,24,nt,3.4,1
COc1ccc(CN2CCCCC2c2cccnc2)c(OC)c1C (stereo not drawn),-2,3,-10,-3,-21,-8,-10,-0.2,-2
CCOC(=O)Cn1c(=N)n(CCOc2ccc(F)cc2)c2ccccc21,10,-3,-5,1,-9,24,-1,0.0,1
CC(C)c1ccccc1-n1c(SCc2cc(=O)oc3ccc4ccccc4c23)nnc1-c1cccnc1,15,-6,1,14,-33,32,11,1.8,3
CCn1c2ccccc2c(=O)c2ccccc21,14,-3,-1,-10,5,9,1,0.2,1
COc1ccc(CN(C(=O)c2ccc(CN3CCOCC3)o2)C(C(=O)NCC2CCCO2)c2ccc(F)cc2)cc1 (stereo not drawn),2,-1,-1,-31,19,-19,11,1.2,0
COc1ccc2nc(NC(=O)c3ccccc3-c3ccccc3C(=O)O)sc2c1,18,7,3,7,13,-11,4,1.6,-2
CC12CC3CC(C)(C1)CC(CN1CCOCC1)(C3)C2,6,6,-5,-15,-3,-7,-3,0.1,-1
CCOc1cc(/C=N\NC(=O)Cc2ccccc2)ccc1OCC(=O)Nc1ccc(C)c(C)c1,3,2,11,18,2,94*,-2,32,26
O=C(Nc1ccc(N2CCN(C(=O)c3ccc(Cl)cc3)CC2)cc1)c1ccc([N+](=O)[O-])o1,4,nt,37,35,nt,nt,-17,nt,nt
COc1ccc(NC(=S)N2CCCC(CO)C2)c(OC)c1 (stereo not drawn),-4,-7,-3,14,-5,5,-7,0.1,-1
COC(=O)[C@H](CC(C)C)NC(=O)NC1CCCc2ccccc21 (stereo partly drawn),8,5,-1,-4,14,21,4,-1.7,4
CC1CCc2nn(CC(=O)NC3CCCC3)cc2C1 (stereo not drawn),9,-5,-4,-7,1,2,5,3.0,2
CCOC(=O)C(C)n1cnc2c(nnn2-c2ccc(OC)cc2)c1=O (stereo not drawn),-14,-7,-3,-1,0,8,4,0.8,3
Cc1[nH]n(-c2ccccc2)c(=O)c1C=NCCc1ccccc1,4,-2,4,-6,6,-16,-2,1.4,5
Cc1onc(-c2c(F)cccc2Cl)c1C(=O)N1CCN(S(C)(=O)=O)CC1,-5,-1,-7,1,3,-12,-10,-0.8,-3

# Arranged by heavy-atom count (lowest first): 13 of the compounds above.
SMILES,CCR6 antagonist,Jurkat NFkB inh,EBI2 block,Gli-Sufu block,697 NFkB inh,Mdm2 MdmX PPI,CXCR6 inh,UPR CHOP act,UPR XBP1 act
CCn1c2ccccc2c(=O)c2ccccc21,14,-3,-1,-10,5,9,1,0.2,1
CC1CCc2nn(CC(=O)NC3CCCC3)cc2C1 (stereo not drawn),9,-5,-4,-7,1,2,5,3.0,2
Cc1nnc2ccc(-c3cccc(NS(C)(=O)=O)c3)nn12,1,13,-3,3,20,29,-2,-0.3,2
COC(=O)[C@H](CC(C)C)NC(=O)NC1CCCc2ccccc21 (stereo partly drawn),8,5,-1,-4,14,21,4,-1.7,4
COc1ccc(CN2CCCCC2c2cccnc2)c(OC)c1C (stereo not drawn),-2,3,-10,-3,-21,-8,-10,-0.2,-2
CCOC(=O)C(C)n1cnc2c(nnn2-c2ccc(OC)cc2)c1=O (stereo not drawn),-14,-7,-3,-1,0,8,4,0.8,3
CCOC(=O)Cn1c(=N)n(CCOc2ccc(F)cc2)c2ccccc21,10,-3,-5,1,-9,24,-1,0.0,1
CC(C)N1CCC(N2CCN(C/C=C/c3ccccc3)CC2CCO)CC1 (stereo not drawn),-5,1,0,14,-1,3,-12,-2.0,-3
COc1ccccc1NC(=O)c1ccc(NC(=O)CSc2nncn2C)cc1,6,-19,-16,-6,-6,-13,-3,-0.1,0
COc1ccc2nc(NC(=O)c3ccccc3-c3ccccc3C(=O)O)sc2c1,18,7,3,7,13,-11,4,1.6,-2
O=C(Nc1ccc(N2CCN(C(=O)c3ccc(Cl)cc3)CC2)cc1)c1ccc([N+](=O)[O-])o1,4,nt,37,35,nt,nt,-17,nt,nt
COc1ccc(CN(C(=O)c2ccc(CN3CCOCC3)o2)C(C(=O)NCC2CCCO2)c2ccc(F)cc2)cc1 (stereo not drawn),2,-1,-1,-31,19,-19,11,1.2,0
CC[C@@H](C)C(NC(=O)OC(C)(C)C)c1cn([C@@H](CCCCNC(=O)OC(C)(C)C)C(=O)N2CCN(C(=O)OC(C)(C)C)CC2)nn1 (stereo partly drawn),10,10,-3,5,0,3,-2,-1.9,2

# The results go on.
SMILES,CCR6 antagonist,Jurkat NFkB inh,EBI2 block,Gli-Sufu block,697 NFkB inh,Mdm2 MdmX PPI,CXCR6 inh,UPR CHOP act,UPR XBP1 act
CC(=O)c1nn(-c2ccc(Cl)cc2)c(=O)[nH]c1=O,6,-10,-4,-3,-23,-6,0,3.8,-7
Cc1ccc(C)c(S(=O)(=O)N2CCN(C(=O)c3cc(-c4cccs4)nn3-c3ccccc3)CC2)c1,20,8,6,14,-6,25,10,9.0,-1
O=C(CCN1C(=O)/C(=C/c2ccccc2Cl)SC1=S)NC1=NCCS1,19,6,9,4,-2,2,-1,0.7,-4
Cc1cc(OCC(=O)NCC(O)c2ccccc2)c2c(C)cc(=O)oc2c1 (stereo not drawn),1,3,-4,-7,20,9,-2,-2.0,-4
Cc1ccccc1NC(=S)NC(=O)c1cncc(Br)c1,50,-10,-16,-5,-9,14,25,0.9,1
NC(=O)c1cccc(-c2cccc(OC(=O)NC3CCCCC3)c2)c1,6,-19,4,-21,3,-2,1,2.2,-4
CCN(CC)C(=O)CN(C#N)c1nc(C)cc(C)n1,7,5,-10,0,-3,7,3,5.1,0
c1ccc(Cc2cc(-c3ccccc3)on2)cc1,-9,-58,8,96*,-53,-11,10,3.0,0
COc1ccc(/C=C2\SC(=NCc3ccccc3)NC2=O)cc1,10,6,47*,34,18,-5,-8,1.0,-2
COc1cccc(C2NC(=O)c3sc(=S)n(-c4ccccc4)c3N2)c1 (stereo not drawn),-6,-12,8,13,9,5,3,-3.7,-6
CC(C)N(C)Cc1nnnn1CC(=O)N(C)Cc1cccc(Cl)c1,16,0,4,9,-22,1,5,0.6,0
CCSc1nc2c(c(=O)[nH]1)C(c1cccnc1)C(C(=O)OC(C)C)=C(C)N2 (stereo not drawn),-8,10,38,1,16,8,4,3.8,1
CC[C@@H]1CC=C[C@H]2[C@H]1C(=O)N(Cc1ccccc1)[C@H]2c1ccoc1,28,17,-4,0,-144,69*,-3,19,-2
O=S(=O)(NC1CC1)c1ccccc1,-11,1,-17,8,-5,-9,-3,0.5,-1
NC(=S)Nc1ccc(Cl)cc1Cl,13,14,5,-7,-19,0,9,0.4,0
Fc1cc(F)cc(Nc2nc(Cl)nc(NC3CCCC3)n2)c1,14,11,3,-13,-13,30,-14,5.4,5
N#C/C(=C(/O)COC(=O)c1ccc(O)cc1)c1nc2ccccc2[nH]1,-3,1,-3,-3,14,18,1,-2.4,-2
Cc1cc2ccccc2n1CCNC(=O)COc1ccccc1,4,-1,0,4,-2,20,12,0.0,-6
COc1ccc(C2/C=C\CNCC(=O)N2Cc2ccc(F)cc2)cc1 (stereo not drawn),4,4,-11,-16,27,20,4,-2.5,2
O=C(OCC(=O)c1ccc(Cl)cc1Cl)c1ccccn1,48,-2,10,-4,15,13,26,-0.1,0
C/C(=N/NC(=O)CNc1ccc(C)cc1)c1ccc(Br)s1,1,10,4,2,6,-9,-6,-1.3,-2
c1c(CC2CCCC2)nnn1C[C@H]1CC[C@@H]([C@@H]2CC[C@H](Cn3cc(CC4CCCC4)nn3)O2)O1,-2,8,-3,-1,2,8,-5,1.4,-4
CN(C)S(=O)(=O)c1cccc2c1C(=O)c1ccccc1C2=O,1,0,-10,21,-7,-30,-13,3.1,3
Cc1cc(C)n2c(-c3ccccc3Cl)nnc2n1,10,-3,-4,8,0,26,-3,-1.4,0
COC(=O)c1cn(-c2ccccc2)c(=O)c2ccccc12,16,-2,0,-3,8,19,7,2.3,-2

# The list goes on:
SMILES,CCR6 antagonist,Jurkat NFkB inh,EBI2 block,Gli-Sufu block,697 NFkB inh,Mdm2 MdmX PPI,CXCR6 inh,UPR CHOP act,UPR XBP1 act
Cc1nc(C2COc3ccccc3O2)sc1C(=O)O (stereo not drawn),10,0,1,-4,-9,-2,-1,2.7,0
CCOC(=O)c1cc(-c2c(Cl)cccc2Cl)no1,-1,-20,-2,-5,-31,-10,4,0.1,1
Fc1ccc(-c2cnn3c(-c4ccncc4)ccnc23)cc1,19,-115,8,-70,-174,-162,-4,-1.8,0
CCOC(=O)N1CCC(O)(c2cc(C)c(C)cc2C)CC1,8,19,1,3,11,-19,-4,1.7,0
CC(C)(C)c1nc2scc(-c3ccc(Cl)cc3)c2c(=O)o1,0,-11,14,-6,0,-16,0,3.0,0
Cc1nn(CCCC(=O)Nc2ccccn2)c(C)c1[N+](=O)[O-],-9,4,-5,35,27,1,7,2.1,-1
CNc1ccc(Br)cc(C(=O)/C=C/c2ccc(OC)cc2OC)c1=O,28,-3,-5,9,-5,12,-8,-4.9,-6
COc1ccc(/C=C/C(=O)C2CC2)cc1COc1cccc(C)c1C,6,5,13,-1,18,45,8,-0.7,0
Cc1ccc(S(=O)(=O)N2CCCCC2)cc1C(=O)NCC1CCCO1 (stereo not drawn),14,7,-8,-17,2,2,2,0.3,-5
Cc1ccc(S(=O)(=O)N2CCCC2C(=O)NCc2ccco2)cc1 (stereo not drawn),-2,8,-1,6,0,-6,5,-1.5,-2
